Peg3 prom inh: Peg3 promoter activity inhibition | HeLa PEG-Prom luciferase reporter, luminescence, overnight | inhibition, % at 20 µM | 360,000 compounds, 1.7% hits | AID 588405;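 active = inhibition of at least 50% at 20 µM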
NR2E3 ag-1: agonists of human nuclear receptor NR2E3 | Q9Y5X4 | GST-NR2E3/biotin-RetCOR TR-FRET, 1536-well | inhibition of corepressor binding, % at 4.78 µM | 320,000 compounds, 0.12% hits | AID 2300;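 active = percent inhibition above the cutoff of mean plus 3 SD of all tested compounds, set per screening campaign, cut at about 20% in these data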;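 note: 0% = DMSO wells and 100% = biotin wells as full block of FRET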
Target sequence (Q9Y5X4 whole entry, looked up): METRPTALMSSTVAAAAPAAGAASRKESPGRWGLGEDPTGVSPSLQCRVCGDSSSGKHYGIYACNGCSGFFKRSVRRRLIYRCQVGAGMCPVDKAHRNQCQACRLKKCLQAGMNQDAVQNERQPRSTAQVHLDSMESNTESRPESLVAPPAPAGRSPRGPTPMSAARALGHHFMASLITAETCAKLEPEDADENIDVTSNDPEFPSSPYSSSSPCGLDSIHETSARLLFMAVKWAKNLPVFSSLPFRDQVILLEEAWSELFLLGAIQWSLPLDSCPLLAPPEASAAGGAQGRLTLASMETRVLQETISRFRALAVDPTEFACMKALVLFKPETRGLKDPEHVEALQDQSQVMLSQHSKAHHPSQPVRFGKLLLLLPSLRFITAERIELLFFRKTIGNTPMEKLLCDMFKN
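Format: 1536-well format; test system: GST-NR2E3 and biotin-RetCOR proteins; read-out basis: percent inhibition of TR-FRET ratio; timing: 5 h incubation at 4 °C; detection: time-resolved FRET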
Shn3 inh set2: inhibitors of Schnurri-3 3'UTR reporter in osteoblasts | AID 588674 | inhibition, % at 12.5 µM | Clone20 osteoblast Shn3 3'UTR firefly luciferase, 24 h | 360,000 compounds, 0.52% hits;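 active = mean inhibition of at least 75% with every replicate also reaching 75%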;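 note: 0% = median of neutral control wells and 100% = pilot-screen positive control compound; some compounds past the cut are filed as inactive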
TROY NFkB inh: blocks TROY-dependent signaling in reporter cells | inhibition, % at 10 µM | Q293 LMP1-TROYcd NF-kB luciferase reporter, 4 h | 360,000 compounds, 0.98% hits;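 active = compounds whose plate-normalised and pattern-corrected inhibition of the luciferase reporter signal at the single screening dose is 50% or more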
TRPM1 prom inh: reduces MITF-dependent TRPM1 promoter luciferase signal; SK-MEL-5 TRPM1 promoter luciferase, 24 h; inhibition, % at 12.5 µM; 330,000 compounds, 0.83% hits; AID 488899;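 active = mean inhibition across replicates of 60% or more, whatever share of single replicates reaches that level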; note: values of inactives mirror those of a sister screen read the other way
KKLEB tox: reduces viability of KKLEB cystic fibrosis airway cells; KKLEB CF airway cells viability, ATPlite luminescence, overnight; stronger effect = lower value; cells stimulated with P. aeruginosa culture filtrate; 360,000 compounds, 0.36% hits; AID 602141; activity change (cytotoxicity), % at 5 µM;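 active = corrected activity change at or below -50% at 5 µM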
NR2E3 ag-2: activates human NR2E3 receptor; Q9Y5X4; CHO-S Gal4-NCOR/VP16-NR2E3 two-hybrid, luciferase; inhibition of corepressor binding, % at 3.98 µM; 360,000 compounds, 0.35% hits; AID 602229;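 active = inhibition above the mean of all tested compounds plus 3 SD, cut at about 70% in these data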;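 note: 0% = DMSO with NR2E3 transfected cells and 100% = cells lacking NR2E3 construct; higher means lower luciferase signal from less NR2E3 corepressor binding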
C8 TRAIL sens: sensitizes caspase-8 expressing cells to TRAIL | NB7+C8 cells + TRAIL, ATPlite viability luminescence | inhibition (viability loss, TRAIL sensitization), % at 10 µM | 360,000 compounds, 1% hits | AID 624354;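 active = compounds causing at least 50% loss of cell viability in the single-dose screen, relative to plate controls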
CF NFkB inh: inhibitors of cystic fibrosis induced NF-kB | KKLEB NF-kB-GFP reporter, PAF-induced, GFP fluorescence overnight | 360,000 compounds, 0.86% hits | inhibition, % at 5 µM;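 active = at least 50% inhibition at 5 µM, scaled per plate between neutral and stimulator controls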;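 note: PAF is a Pseudomonas aeruginosa culture filtrate used as stimulus; plate controls were PAF-stimulated DMSO wells for no effect and unstimulated DMSO wells for full effect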
TWEAK Fn14 block: blocks TWEAK-Fn14 interaction in a reporter cell assay; TWEAK-stimulated Fn14 reporter cells, luciferase luminescence, 8 h; inhibition, % at 10 µM; 360,000 compounds, 2% hits; AID 1159606; in the data active = inhibition above about 50%
HIF-2a block: blocks HIF-2a reporter activity; 786-0 RCC cells HIF-2a reporter, luciferase luminescence, overnight; inhibition, % at 18.8 µM; 360,000 compounds, 0.72% hits;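 active = inhibition of the luminescence signal of 40% or more relative to plate controls, in a single-dose primary screen at 18.75 µM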
* = called active by the depositor; . = not tested or not shown. Not all compounds are listed; the hit share may differ from the screen's.

SMILES	Peg3 prom inh	NR2E3 ag-1	Shn3 inh set2	TROY NFkB inh	TRPM1 prom inh	KKLEB tox	NR2E3 ag-2	C8 TRAIL sens	CF NFkB inh	TWEAK Fn14 block	HIF-2a block
COc1ccc(CNC(=O)Cn2ccc3cc(S(=O)(=O)N4CCCC4)ccc32)cc1OC	-6	-2	-15	12	-1	-12	6	1	10	-11	2
Cc1csc(CNC(=O)c2ccc(OC3CCN(CCc4ccccc4)CC3)cc2)n1	-9	-1	7	-11	-13	-6	-12	5	-10	1	-9
Cc1cc(NC(=O)NC(=O)c2ccccc2NC(=O)CN(C)C)ccc1Oc1ncc(Br)cn1	9	.	4	-6	2	-13	-35	-2	8	15	1
c1ccc(-c2ccnc3ncnn23)nc1	21	0	-15	-3	-24	1	-30	-3	7	-6	3
O=C(COc1cccc(C(F)(F)F)c1)Nc1nnc(C2CC2)s1	-2	.	1	-12	-12	-9	-4	13	0	2	2
Cc1ccc(OC(C)C(=O)Nc2ccc(S(=O)(=O)Nc3cc(C)on3)cc2)cc1 (configuration not stated)	5	1	-6	-10	11	-7	5	-26	4	-2	-2
CCOC(=O)CNC(=O)CNC(=O)c1ccc(OCC(C)C)cc1	8	-1	4	-1	6	-7	-9	-3	6	7	12
CCCC1=C(C(=O)OCC)C(c2ccc(NC(C)=O)cc2)NC(=O)N1 (configuration not stated)	-51	1	-14	-6	0	-16	8	23	26	24	0
O=C(CCN1C(=O)/C(=C/c2ccccc2Cl)SC1=S)N1CCOCC1	76*	2	0	-33	18	-11	4	23	72*	12	-15
COc1ccc(S(=O)(=O)NCC2CCCN(C(=O)CN3CCCCC3)C2)cc1 (configuration not stated)	-8	1	-6	4	-10	18	29	-7	-22	-14	9
CCCOc1ccc(C(=O)Nc2ccc(S(=O)(=O)N3CCN(C)CC3)cc2)cc1	4	2	36	24	6	-4	21	16	-9	-1	17
O=C(Nc1ccc2oc(-c3ccncc3)nc2c1)c1ccccc1F	-84	3	-1	-5	-57	4	-56	-3	-14	4	-118
COc1cc2c(cc1OC)CN(C(=O)/C=C/c1ccccc1[N+](=O)[O-])CC2	25	0	18	-22	18	-4	-48	20	6	3	-12
c1ccc2oc(-c3csc(NCC4CCCO4)n3)cc2c1 (configuration not stated)	-279	-1	-49	-10	-58	-1	-130	22	-8	80*	-295
COc1ccc(C(=O)CN2CCN(c3ccc(F)cc3)CC2)cc1OC	10	2	-7	-18	7	2	4	-23	-5	-1	14

TWEAK Fn14 block: what is marked active above.
| Structure | Peg3 prom inh | NR2E3 ag-1 | Shn3 inh set2 | TRPM1 prom inh | NR2E3 ag-2 | CF NFkB inh | TWEAK Fn14 block | HIF-2a block |
| --- | --- | --- | --- | --- | --- | --- | --- | --- |
| c1ccc2oc(-c3csc(NCC4CCCO4)n3)cc2c1 (configuration not stated) | -279 | -1 | -49 | -58 | -130 | -8 | 80* | -295 |

The list goes on:
SMILES	Peg3 prom inh	NR2E3 ag-1	Shn3 inh set2	TROY NFkB inh	TRPM1 prom inh	KKLEB tox	NR2E3 ag-2	C8 TRAIL sens	CF NFkB inh	TWEAK Fn14 block	HIF-2a block
COC(=O)c1cn(-c2ccccc2)c(=O)c2ccccc12	11	0	-8	-25	6	-7	-12	-6	2	5	12
COc1ccc(S(=O)(=O)N2CCOCC2)cc1OC	11	-2	1	8	13	-1	1	-13	2	1	9
CC(=O)c1ccc(N2CCN(CC(=O)Nc3ccccc3C(=O)NC3CC3)CC2)c(F)c1	17	3	26	15	7	9	-9	-1	2	0	6
CN(C)S(=O)(=O)c1ccc(Nc2ccc(-c3ccc4c(c3)OCCO4)nn2)cc1	-21	1	-13	-15	-34	8	-14	19	2	-63	-20
CN1C(=O)C(C)(C)c2cc(S(=O)(=O)N3CCCC(C(=O)NCc4ccc(Cl)cc4)C3)ccc21 (configuration not stated)	21	-2	-13	15	4	-4	-33	-12	16	-17	4
Cc1nc2sccn2c(=O)c1S(=O)(=O)Nc1ccc(N2CCN(S(C)(=O)=O)CC2)cc1	39	5	8	6	13	8	-32	4	2	11	6
CN(C(=O)CSc1nc2ccccc2c(=O)n1-c1ccc(F)cc1F)C1CCS(=O)(=O)C1 (configuration not stated)	-53	.	-23	-41	7	-9	-4	2	-42	-10	-68
Cc1cccc(NC(=O)Cn2nnc(-c3ccc(CN4CCCC4)cc3)n2)c1C	-7	3	5	-8	6	12	-11	-21	-12	-6	18
COc1ccc(/C(O)=C2/C(=O)C(=O)N(c3ncccn3)C2c2ccc(OC)cc2)cc1 (configuration not stated)	11	5	5	-20	-1	-20	-10	-6	14	7	10
CN1CCC(=NNC(=O)C(=O)Nc2ccccc2F)CC1	1	0	0	6	-7	5	-7	1	0	-4	-7
O=C(O)Cc1cccc2c(=O)cc(-c3ccccc3)oc12	-11	.	-17	-8	.	-24	0	-13	4	-7	2
COCCn1c(SCC(=O)OC(C)C)nnc1-c1ccccc1	-1	1	12	17	-2	3	16	7	10	21	3
CC1=C(C(=O)N(C(C)C)C(C)C)CC(CC(=O)NCCCCc2ccccc2)C(=O)N1CCCN1CCCC1=O (configuration not stated)	2	.	-2	13	.	-6	-9	-6	-21	-10	0
O=C(NCCc1nc2ccccc2[nH]1)c1ccc(F)cc1	8	4	-4	13	4	-2	-26	-2	-5	20	-3
COc1cccc(NC(=O)N(C)C[C@@H]2OCc3cnnn3CCCC(=O)N([C@H](C)CO)C[C@@H]2C)c1	3	.	-8	-6	.	8	-33	0	2	-3	-8
NC(=O)c1ccc(NC(=O)CN2CCN(Cc3ccccc3)CC2)cc1	4	3	-6	17	.	2	-6	-7	5	-6	14
COc1ccc(-c2nnc3sc(C4CCCCC4)nn23)cc1OC	-8	-1	2	2	-21	-2	-1	7	3	-13	-14
Cc1cc(=O)oc2cc(OC(=O)c3nn(C(C)C)c(=O)c4ccccc34)ccc12	7	2	-9	-3	1	14	-13	-5	12	15	13
CN(C)C(CNC(=O)CCOc1ccccc1)c1ccco1 (configuration not stated)	6	1	-28	3	5	9	-9	-1	-14	8	0
CCOc1ccc(N(C(C)=O)C2C=CS(=O)(=O)C2)cc1 (configuration not stated)	4	1	3	2	-5	11	-11	3	-26	-2	5
Cc1cc(C#N)c(SCC(N)=O)nc1-c1ccc(F)cc1	-36	-2	-20	7	1	-8	-1	-1	4	-7	-18
COC(=O)c1sc(N)c(C(=O)OC)c1COC(=O)c1c(C)noc1C	23	3	-3	4	3	-22	-74	16	7	22	19
Cc1occc1-c1nnc(SCC(=O)Nc2nc(C(C)(C)C)cs2)o1	-180	-2	28	21	-9	-2	-16	14	-9	44	-221
CC(C)COC(=O)n1c(SCC(N)=O)nc2ccccc21	7	3	-8	-1	-5	-1	-7	-7	-6	-31	17
CCc1nnc(NC(=O)c2cccc(S(=O)(=O)N3CC(c4ccccc4)CC3=O)c2)s1 (configuration not stated)	2	-1	-3	-2	13	-14	-18	6	-8	-11	14
Cc1ccccc1CSCCNC(=O)c1ccccc1	-13	1	13	3	1	-2	-10	-18	7	-8	-3
COc1ccc(-c2c(C)nn3c(N4CCC(C(=O)N5CCCCC5)CC4)cc(C)nc23)cc1OC	15	4	25	9	2	8	-5	9	4	-3	3
Cc1ccc([C@H]2C(C(=O)O)=CC[C@@H](c3ccc(Cl)cc3)N2S(=O)(=O)c2ccc(C)cc2)cc1	25	.	13	34	-8	7	26	-10	24	26	18
COc1cccc(NC(=O)CCCn2c(=O)[nH]c3ccccc3c2=O)c1	-11	-1	-28	6	8	-2	-14	1	3	7	15
CCOc1ccccc1N(CC(=O)Nc1cc(OC)ccc1OC)S(=O)(=O)c1ccccc1	29	.	42	8	12	-20	21	-7	19	31	21
O=C(Nc1ccncc1)c1ccc2c(c1)OCCO2	-132	1	-10	-19	-29	8	-11	30	-5	9	-133
CC1(Oc2ccccc2-c2ccno2)CCN(Cc2csc3ccccc23)C1 (configuration not stated)	24	.	23	8	.	-16	8	13	21	3	22
CC1CN(C2CCCCC2)c2nc3c(c(=O)[nH]c(=O)n3C)n2C1 (configuration not stated)	1	-1	-5	12	13	0	-3	6	1	9	3
Cn1c2ccc(F)cc2c2nnc(NN)nc21	37	.	-2	4	.	-23	-36	8	-6	6	7
CC(C)(CC(=O)O)CC(=O)N1CCN(c2cc(C(F)(F)F)nc3ccccc23)CC1	4	-2	-17	-5	-6	-3	-15	-20	-3	-6	-135
O=C(Nc1ccon1)c1csc2c1CCCC2	-45	5	5	-25	2	-28	-42	5	-4	19	-27
CSc1nc(N)nc(SCC(=O)Nc2cccc(F)c2)c1C#N	-180	-1	42	-22	-11	-5	-11	36	13	45	-219
Cc1ccc(C)c(NC(=O)CSc2nnc(-c3n[nH]c4ccccc34)o2)c1	7	-1	4	3	7	9	-29	4	1	20	-4
OCCC1CN(Cc2ccc(-c3ccco3)cc2)CCN1Cc1ccsc1 (configuration not stated)	21	3	-37	-12	2	-12	16	0	4	10	21
CN(C)S(=O)(=O)c1ccc2c(c1)c(=O)c(C(=O)NCCCN1CCCCCC1)cn2C	-5	-1	11	0	-6	12	-3	3	-4	-16	2
Cc1ccc(/C=N/NC(=O)CSc2nnc(-c3ccc(Cl)cc3)n2-c2ccc(Cl)cc2)o1	47	1	24	-4	-7	8	8	-2	5	30	13
Cc1ccc(OCCNC(=O)c2ccccc2F)cc1	-39	-1	-22	-2	-12	-5	-8	-14	3	-7	-77
O=C(CCN1C(=O)NC2(CCCC2)C1=O)Nc1ccc(-c2nc3ccccc3s2)cc1	101*	-1	22	43	-44	-20	-122	56*	-5	60*	-113
COc1ccc(C2SCC(=O)N2c2ccc(C)cc2)cc1 (configuration not stated)	4	.	-31	8	12	9	0	-1	-11	-3	5
CC(=O)Nc1ccc(-c2ccnc3c2CC(C(=O)Nc2ccc(C(C)C)cc2)O3)cc1 (configuration not stated)	-7	.	-1	-1	.	-18	-11	-15	-4	-36	9

4 compounds from above, ordered by the number in NR2E3 ag-2, ascending:
| compound | NR2E3 ag-2 |
| --- | --- |
| Cc1cc(NC(=O)NC(=O)c2ccccc2NC(=O)CN(C)C)ccc1Oc1ncc(Br)cn1 | -35 |
| CSc1nc(N)nc(SCC(=O)Nc2cccc(F)c2)c1C#N | -11 |
| Cc1ccccc1CSCCNC(=O)c1ccccc1 | -10 |
| OCCC1CN(Cc2ccc(-c3ccco3)cc2)CCN1Cc1ccsc1 (configuration not stated) | 16 |

The list continues:
SMILES	Peg3 prom inh	NR2E3 ag-1	Shn3 inh set2	TROY NFkB inh	TRPM1 prom inh	KKLEB tox	NR2E3 ag-2	C8 TRAIL sens	CF NFkB inh	TWEAK Fn14 block	HIF-2a block
O=C(CS(=O)(=O)Cc1ccccc1)N1CCN(c2ccccc2F)CC1	-16	2	-8	-3	-24	20	14	6	-29	5	-35
COc1cc(NC(=O)CN2C(=O)c3ccccc3Sc3ccc(C(=O)N4CCOCC4)cc32)cc(OC)c1OC	3	-1	-3	-10	-10	-12	-30	0	2	4	13
CCC(=O)Nc1nnc(SCCOC)s1	5	3	6	-8	0	1	-15	11	1	-6	-1
COc1cccc(N2CCN(C(=O)c3cc4ccc(OC)cc4[nH]3)CC2)c1	-32	3	-7	-28	-8	17	5	14	-17	3	-37
COc1ccccc1NC(=O)/C(=C\c1cccs1)NC(=O)c1ccco1	7	0	15	1	20	-8	19	5	25	21	12

Bioassay records (PubChem)
